Screening data as filed in PubChem BioAssay.
E coli WT inh: blocks growth of wild type E. coli BW25113. E. coli BW25113 growth inhibition, OD600. inhibition, % at 10 µM. 20,000 compounds, 0.05% hits. AID 552; in the data active = inhibition above about 40%;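 note: bacteria exposed to compound for 20 hours at 37 °C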
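assay system = bacterial strain in a whole-cell growth screen | quantity = inoculum from a 1:1000 dilution of a 1.5 h subculture | buffer or medium = LB broth with 50 µg/mL kanamycin | compound dosing = one dose, 10 µM final | schedule = compound exposure of 20 h at 37 °C | technique = absorbance at 615 nm as a measure of bacterial growth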
The depositor's hits bear a star.

What do the screens show for `CCCCCc1nnc(NC(=O)Cc2cccs2)s1`?
E coli WT inh: -16

Results for CCc1noc(C)c1C(=O)N1CCCC1 ?
E coli WT inh: 5

Results for CCN(CC)S(=O)(=O)c1ccc(/C(O)=C2/C(=O)C(=O)N(CCOC)C2c2ccccc2)cc1 (centres undefined) ?
E coli WT inh: -14

What do the screens show for `COc1ccccc1-c1noc(-c2ccccc2)n1`?
E coli WT inh: 6

How did COc1ccc2c(c1OC)C(=O)OC2Nn1cncn1 (centres undefined) do in these assays?
E coli WT inh: -3

What do the screens show for `NC(=O)C1(N2CCCCC2)CCN(C(=O)CSc2nc3ccccc3s2)CC1`?
E coli WT inh: -13

Results for C=CCSc1nnc2n(CCc3ccccc3)c(=O)c3c4c(sc3n12)COC(C)(C)C4 ?
E coli WT inh: 3

Results for CCOCCNC(=O)c1ccccc1C(=O)NCCOCC ?
E coli WT inh: -29

Results for Cc1ccc(C2Nc3ccccc3-c3nc4ccccc4n32)o1 (centres undefined) ?
E coli WT inh: 1

Results for CN(C)S(=O)(=O)c1ccc(S(=O)(=O)Nc2ccc3c(c2)oc2ccccc23)cc1 ?
E coli WT inh: 2

Results for COc1cccc(S(=O)(=O)Nc2ccc(C(=O)NCc3ccco3)cc2)c1 ?
E coli WT inh: -1

How did Cc1ccc(OCc2nn3c(-c4n[nH]c5c4CCC5)nnc3s2)cc1 do in these assays?
E coli WT inh: -8

What do the screens show for `O=C(NCCSc1c[nH]c2ccccc12)c1ccc(Br)o1`?
E coli WT inh: 8

Results for O=C(c1cc2ccccc2oc1=O)N1CCN(c2ccccn2)CC1 ?
E coli WT inh: 1

Results for Cc1cccc(-n2c(Cc3cc(=O)[nH]c(=O)[nH]3)nnc2SCC(=O)NCc2ccco2)c1 ?
E coli WT inh: -1

Molecules listed so far with sulfur:
What do the screens show for `CCCCCc1nnc(NC(=O)Cc2cccs2)s1`?
E coli WT inh: -16

Results for CCN(CC)S(=O)(=O)c1ccc(/C(O)=C2/C(=O)C(=O)N(CCOC)C2c2ccccc2)cc1 (centres undefined) ?
E coli WT inh: -14

What do the screens show for `NC(=O)C1(N2CCCCC2)CCN(C(=O)CSc2nc3ccccc3s2)CC1`?
E coli WT inh: -13

Results for C=CCSc1nnc2n(CCc3ccccc3)c(=O)c3c4c(sc3n12)COC(C)(C)C4 ?
E coli WT inh: 3

Results for CN(C)S(=O)(=O)c1ccc(S(=O)(=O)Nc2ccc3c(c2)oc2ccccc23)cc1 ?
E coli WT inh: 2

Results for COc1cccc(S(=O)(=O)Nc2ccc(C(=O)NCc3ccco3)cc2)c1 ?
E coli WT inh: -1

How did Cc1ccc(OCc2nn3c(-c4n[nH]c5c4CCC5)nnc3s2)cc1 do in these assays?
E coli WT inh: -8

What do the screens show for `O=C(NCCSc1c[nH]c2ccccc12)c1ccc(Br)o1`?
E coli WT inh: 8

Results for Cc1cccc(-n2c(Cc3cc(=O)[nH]c(=O)[nH]3)nnc2SCC(=O)NCc2ccco2)c1 ?
E coli WT inh: -1

The listing continues.
How did NCc1ccc(S(N)(=O)=O)cc1 do in these assays?
E coli WT inh: -2

How did CCCCOc1c(Cl)cc(CNC(C)(C)CO)cc1OCC do in these assays?
E coli WT inh: -25

What do the screens show for `CN(Cc1ccccc1)C(=O)c1cc(-c2ccc(Br)cc2)on1`?
E coli WT inh: 9

How did CCn1c(SCC(=O)Nc2nccs2)nnc1-c1ccncc1 do in these assays?
E coli WT inh: -9

How did CC1CCN(Cc2ccc(-c3nn[nH]n3)cc2)CC1 do in these assays?
E coli WT inh: -1

What do the screens show for `COc1nc(NCCc2ccc(OC)c(OC)c2)nc(NC(C)(C)CO)n1`?
E coli WT inh: 14

Results for CCCCOn1c(C)c(C(=O)OCC)c2c3nonc3ccc21 ?
E coli WT inh: 12

Results for Cc1ccc2nc3c(cc(C(N)=S)c(=N)n3CCCOC(C)C)c(=O)n2c1 ?
E coli WT inh: -14

Results for O=C(NCCc1ccncc1)Nc1ccc(Cl)cc1 ?
E coli WT inh: -19

What do the screens show for `CC(=O)Nc1ccc(S(=O)(=O)NCC2CCC(C(=O)NCCCN3CCCC3=O)CC2)cc1` (centres undefined)?
E coli WT inh: 2

How did CC(=O)Nc1ccc(NC(=O)C(C)Oc2ccccc2F)cc1 (centres undefined) do in these assays?
E coli WT inh: 14

Results for CCOC(=O)C1CCCN(Cc2ccccc2F)C1 (centres undefined) ?
E coli WT inh: 2

What do the screens show for `CCCn1nnnc1SCC(=O)c1ccc2c(c1)OCCO2`?
E coli WT inh: 13

Results for CN(C)CCCN1C(=O)C(=O)/C(=C(/O)c2ccc3c(c2)OCCO3)C1c1ccccn1 (centres undefined) ?
E coli WT inh: -20

What do the screens show for `CN(C)C(=O)C12CCC(C)(c3nc4ccccc4nc31)C2(C)C` (centres undefined)?
E coli WT inh: -1

How did COc1ccc(NC(=O)CCN2CCCC(C)C2)cc1 (centres undefined) do in these assays?
E coli WT inh: -23

Results for Cc1cc(C)c(-c2cc(C(=O)Nc3c(C)n(C)n(-c4ccccc4)c3=O)[nH]n2)c(O)c1 ?
E coli WT inh: -3

What do the screens show for `O=C(Cn1c(-c2cncs2)nc2ccccc21)NC1CCCC1`?
E coli WT inh: -3

How did CC(=O)Nc1cccc(OCC(=O)Nc2ccc(F)cc2)c1 do in these assays?
E coli WT inh: -7

Results for c1ccc2c(NC3CCCC3)nnc(NC3CCCC3)c2c1 ?
E coli WT inh: 6

Results for COc1ccc(Cl)cc1NC(=O)COc1cccc(-n2cnnn2)c1 ?
E coli WT inh: 1

How did CCCCCOC(=O)Cc1c(O)c2ccccc2n(C)c1=O do in these assays?
E coli WT inh: -26

What do the screens show for `O=C(/C=C1\NC2(CCCC2)Cc2ccccc21)N1CCOCC1`?
E coli WT inh: -3

Results for O=C(O)CCc1ccc(-c2cccs2)n1NC(=O)c1ccc(O)cc1 ?
E coli WT inh: -8

What do the screens show for `O=C1N[C@@H](Cc2cnc[nH]2)C(=O)N2CCC[C@@H]12`?
E coli WT inh: 5

How did CN1CCN(CC(=O)Nc2ccc(Oc3ccccc3)cc2)CC1 do in these assays?
E coli WT inh: -18

Results for COc1cccc(-c2cc(C(=O)N3CCCc4ccccc43)no2)c1 ?
E coli WT inh: 2

How did COc1ccc(S(=O)(=O)N(C)CC(=O)NC2CCCCC2)cc1OC do in these assays?
E coli WT inh: 2

How did COc1ccc(-c2nc(-c3ccccc3)no2)c(OC)c1 do in these assays?
E coli WT inh: 8

How did O=C(O)c1ccc(Cl)cc1NC(=O)C1CCCO1 (centres undefined) do in these assays?
E coli WT inh: -1

How did COc1ccccc1N1CCN(C(=O)c2ccc(S(=O)(=O)N3CCCC3)cc2)CC1 do in these assays?
E coli WT inh: -23

What do the screens show for `O=C(O)c1ccccc1NC(=O)C1CCCO1` (centres undefined)?
E coli WT inh: -16

What do the screens show for `CCS(=O)(=O)N1CCCC(C(=O)NCc2ccccc2Cl)C1` (centres undefined)?
E coli WT inh: -7

How did Cc1c(NS(=O)(=O)c2ccc3c(c2)n(C)c(=O)n3C)c(=O)n(-c2ccccc2)n1C do in these assays?
E coli WT inh: 4

How did Nc1ccc(S(=O)(=O)c2cccc(N)c2)cc1 do in these assays?
E coli WT inh: 0

What do the screens show for `COC(=O)c1[nH]c2cccc(C)c2c1NC(=O)CN1CCCc2ccccc21`?
E coli WT inh: 20

Results for CCOC(=O)c1cccc(NC(=O)CSc2nnc(-c3cccnc3)n2CC)c1 ?
E coli WT inh: 3

What do the screens show for `O=C(CSc1ncnc2sc3c(c12)CCCC3)N1CCC(c2noc3ccc(F)cc23)CC1`?
E coli WT inh: -24

What do the screens show for `CCOC(=O)N1CCN(S(=O)(=O)c2ccc(OCC)c(C)c2)CC1`?
E coli WT inh: -3

What do the screens show for `Cc1ccc(-n2nnnc2SCC(=O)c2cc(C)n(-c3cc(C)on3)c2C)cc1`?
E coli WT inh: -2

Results for CC(=O)Nc1cccc(OC(=O)N2CCOCC2)c1 ?
E coli WT inh: -14

What do the screens show for `O=S(=O)(c1ccccc1)N(Cc1nc(-c2ccccc2)no1)C1CCCCC1`?
E coli WT inh: -1

Results for C=CCn1c(SCc2ccc(OC)cc2)nnc1-c1cccnc1 ?
E coli WT inh: -13

What do the screens show for `CCCc1cc(=O)[nH]c(SCC(=O)Nc2cc3c(cc2C(C)=O)OCO3)n1`?
E coli WT inh: -19

How did O=C(CCN1CCCCC1c1cccnc1)NCc1ccccc1 (centres undefined) do in these assays?
E coli WT inh: -11

How did COc1ccc(S(=O)(=O)N2CCCC(C(=O)N3CCN(C)CC3)C2)cc1C (centres undefined) do in these assays?
E coli WT inh: -21

Results for COc1ccc(OC)c(C(C)NC=O)c1 (centres undefined) ?
E coli WT inh: -3

Results for O=C(Cn1c(NCCO)nc2ccccc21)c1cccs1 ?
E coli WT inh: -17

How did O=C(NCCc1ccncc1)Nc1ccccc1Cl do in these assays?
E coli WT inh: 5

What do the screens show for `O=C(NCc1cccnc1)c1cc(S(=O)(=O)N2CCCCC2)ccc1Cl`?
E coli WT inh: -22

What do the screens show for `COC(=O)c1cc(=O)n(Cc2ccc3c(c2)OCO3)c(=Nc2ccccc2)s1`?
E coli WT inh: 8

Results for CCOC(=O)CSc1nnc(Cn2nnc(-c3ccccc3)n2)n1CC ?
E coli WT inh: -6

How did Cn1nc(C(=O)N2CCOCC2)c2ccccc2c1=O do in these assays?
E coli WT inh: 0

Results for Cc1nc2ncnn2c(N2CCC(C(=O)NC3CCCC3)CC2)c1Cc1ccccc1 ?
E coli WT inh: -3

Results for COc1ccc(C(C)(C)C)cc1NC(=O)c1ccoc1C ?
E coli WT inh: -11

How did O=C(c1ccc(S(=O)(=O)N2CCCCCC2)cc1)N1CCN(c2ccccn2)CC1 do in these assays?
E coli WT inh: -16

Results for CCN(CC)CCCC1(CN)OCCc2ccccc21 (centres undefined) ?
E coli WT inh: 3

How did COn1c(SCC(=O)N(C)C)nc2ccccc2c1=O do in these assays?
E coli WT inh: -20

How did O=C1NCC(COCc2ccccc2)O1 (centres undefined) do in these assays?
E coli WT inh: -2

Results for COCCn1c(C)cc(C(=O)CSc2n[nH]c(N)n2)c1C ?
E coli WT inh: 6

How did CNC(=O)c1cc(S(=O)(=O)N(C)C)ccc1Cl do in these assays?
E coli WT inh: -23

Results for O=C(O)C1CCCCC1C(=O)NCCc1c[nH]c2ccccc12 (centres undefined) ?
E coli WT inh: -14

How did O=c1cc(-c2ccccc2)nc2nc(CCc3ccccc3)[nH]n12 do in these assays?
E coli WT inh: -16

Results for CC(C)C[C@H](NC(=O)[C@@H]1O[C@H]1C(=O)O)C(=O)NCCCCN=C(N)N ?
E coli WT inh: -3

How did COc1ccc(OC)c(NC(=O)C23CCC(C)(C(=O)C2)C3(C)C)c1 (centres undefined) do in these assays?
E coli WT inh: -9

How did CCOC(=O)N1CCN(C(=O)C(NC(=O)c2ccc(CC)cc2)C(C)C)CC1 (centres undefined) do in these assays?
E coli WT inh: -23

How did O=C(CC(O)(c1ccccc1)C(F)(F)C(F)F)c1cccs1 (centres undefined) do in these assays?
E coli WT inh: -15

Results for O=C(c1cccc(C(=O)N2CCN(c3ccccc3)CC2)c1)N1CCN(c2ccccc2)CC1 ?
E coli WT inh: 4

Results for C1=CC2CC1CC2CN1CCN(c2ccccc2)CC1 (centres undefined) ?
E coli WT inh: 5

Results for Cc1ccc(NC(=O)CC2SC3=NCCCN3C2=O)c(C)c1 (centres undefined) ?
E coli WT inh: -13

How did COc1cccc(C2/C(=C(\O)c3ccc4c(c3)OCO4)C(=O)C(=O)N2CCN(C)C)c1OC (centres undefined) do in these assays?
E coli WT inh: -1

How did CCOC(=O)c1cc(-c2ccco2)nc2c1c(C)nn2CCC#N do in these assays?
E coli WT inh: 8

How did CCc1ccc(Nc2cc(=O)n(C3CCCCC3)c(=O)[nH]2)cc1 do in these assays?
E coli WT inh: 3

Results for CCN1C(=O)N(CC)C2C1N(C(C)=O)C(=O)N2C(C)=O (centres undefined) ?
E coli WT inh: 12

What do the screens show for `O=C(NCc1ccco1)c1cc2nc(C3CC3)cc(C(F)(F)F)n2n1`?
E coli WT inh: -21

Results for O=C(CCc1ccccc1)Nc1ccc(Cl)cn1 ?
E coli WT inh: 5

How did O=C(C1CCCN1S(=O)(=O)c1cccc2cccnc12)N1CCn2c1nc1ccccc12 (centres undefined) do in these assays?
E coli WT inh: 6

Results for CCOC(=O)c1c(NC(=O)OC)sc2c1CCC2 ?
E coli WT inh: 5

Results for COc1ccc(-c2cc(C(F)(F)F)nc(SCC(=O)Nc3cc(C)on3)n2)cc1 ?
E coli WT inh: -18

What do the screens show for `COC(=O)c1cc(Br)ccc1-c1ccc(/C=N/n2nnnc2N)o1`?
E coli WT inh: -1

What do the screens show for `CCn1cc(NC(=O)Nc2ccc(OC)c(OC)c2)c(C(N)=O)n1`?
E coli WT inh: -17

What do the screens show for `CC(CCO)Nc1nc2c([nH]1)c(=O)n(C)c(=O)n2C` (centres undefined)?
E coli WT inh: -8

Results for c1cncc(-c2nc(NCc3ccco3)c3ccccc3n2)c1 ?
E coli WT inh: -11

How did Cc1ccccc1C(=O)N1CCN(c2nc(N3CCOCC3)nc(N3CCOCC3)n2)CC1 do in these assays?
E coli WT inh: -17

How did CCNc1cccc2c1C(=O)N(C)C2=O do in these assays?
E coli WT inh: -17

Results for COc1ccc2c3c(c(=O)oc2c1OCC(N)=O)CCCC3 ?
E coli WT inh: -1

What do the screens show for `O=C1CCC(c2ccccc2)N1C(=O)c1cccnc1` (centres undefined)?
E coli WT inh: -2

How did O=C(Nc1cnccn1)C1c2ccccc2Oc2ccccc21 do in these assays?
E coli WT inh: -18

Results for CCOC(=O)CSC1=C(C#N)C(c2ccco2)C(C(=O)Nc2cccc(C(F)(F)F)c2)=C(C)N1 (centres undefined) ?
E coli WT inh: -5

An excerpt taken from the entries so far:
Results for O=C(CCc1ccccc1)Nc1ccc(Cl)cn1 ?
E coli WT inh: 5

How did O=C(C1CCCN1S(=O)(=O)c1cccc2cccnc12)N1CCn2c1nc1ccccc12 (centres undefined) do in these assays?
E coli WT inh: 6

Results for CCOC(=O)c1c(NC(=O)OC)sc2c1CCC2 ?
E coli WT inh: 5

Results for COc1ccc(-c2cc(C(F)(F)F)nc(SCC(=O)Nc3cc(C)on3)n2)cc1 ?
E coli WT inh: -18

What do the screens show for `COC(=O)c1cc(Br)ccc1-c1ccc(/C=N/n2nnnc2N)o1`?
E coli WT inh: -1

Only part of the results is shown; rates above refer to the full screens.
